Screening data deposited in PubChem by The Scripps Research Institute Molecular Screening Center.
TTR transcr act: TTR transcription activation, primary screen; activation, % at 16.7 µM; SH-SY5Y TTR promoter Gaussia luciferase, luminescence; 100% = recombinant luciferase protein wells; AID 1117267; 92,000 compounds, 1.3% hits;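 active means activation above the mean of all tested compounds plus 3 SD, cut at about 9.5% in these data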;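 further: cells exposed to compounds for one day before reading; 0% = median of all test compound wells on the plate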
An asterisk follows results filed as active. The list is partial (hit frequency here may not be typical).

SMILES | TTR transcr act
COc1ccccc1NS(=O)(=O)c1cccc(C(=O)N2CCCC2)c1 | 3.2
O=C(c1cc([N+](=O)[O-])cc([N+](=O)[O-])c1)N1CCN(C(=O)c2ccco2)CC1 | -1.0
COc1cc(NC(=O)c2ccccc2)c(OC)cc1NC(=O)CN1CCN(c2ccccn2)CC1 | -4.2
COc1ccccc1-c1nnc2n1N=C(C)CS2 | 2.0
CC1(c2nnnn2-c2ccc3c(c2)OCCO3)CCC(=O)N1CCCn1ccnc1 (stereo not drawn) | 1.2
CCOC(=O)Cc1nnc(NC(=O)C(CC)Sc2nc(C)cc(C)n2)s1 (stereo not drawn) | 0.2
CCOc1ccccc1C(=O)Nc1cc(OC)ccc1OC | -0.3
CCc1c(C)sc(NC(=O)CSc2nc3c(c(C(F)(F)F)n2)CCc2ccccc2-3)c1C#N | 0.2
CC(O)CN(C)CC/C=C1/c2ccccc2CSc2ccccc21 (stereo not drawn) | -0.8
O=[N+]([O-])c1ccccc1/C=N/NC1=NS(=O)(=O)c2ccccc21 | 2.0
Cc1nn(Cc2ccc(C(=O)NN)o2)c(C)c1Cl | -2.3
Nc1nnc(Cc2ccc(F)cc2)s1 | 2.4
CCc1nccn1Cc1cc(C=O)ccc1OC | 0.0
CCc1nc2ccc(C(=O)NCCc3ccccn3)cn2c1N(CCC(C)C)CCN(C)C | 4.8
CC(=O)C1=C(C)NC(C)=C(C(C)=O)C1c1cccs1 | -0.4
CC(=O)c1cccc(CN2CCC(CO)(CCOc3ccccc3)CC2)c1 | -2.2
COc1ccc(C(=O)Nc2ccc(C(=O)NCCc3ccccc3)cc2)cc1 | -0.3
O=C(OCC(=O)N1CCCC1)c1c[nH]c2ccccc12 | 1.7
COCCN(CCOC)c1ncnc2c1cnn2-c1ccc(Cl)cc1 | -0.2
O=[N+]([O-])c1cc2c(c(CSc3nnc4ccccn34)c1)OCOC2 | 0.6
O=C(/C=C/c1cccs1)Nc1scc(-c2ccccc2)c1C(=O)O | -1.7
Cc1noc(C)c1-c1ccc(C(=O)NCC2CC2)c2occc12 | 0.7
Cc1cc(C)cc(NC(=O)CSc2nc(CSc3ccc(Cl)cc3)cc(=O)[nH]2)c1 | 0.0
Nc1ccc(S(=O)(=O)c2ccc(N3CCOCC3)c(N)c2)cc1 | 8.4
O=S(=O)(NCCC1CC1(Cl)Cl)c1ccccc1 (stereo not drawn) | -0.1
N=c1sccn1CC(=O)Nc1cc(Cl)ccc1[N+](=O)[O-] | 2.1
Cc1ccccc1/C=C1\OC(=O)c2ccccc21 | -0.9
CC(NC(=O)CSc1ncccn1)c1ccccc1 (stereo not drawn) | 0.1
CCC(C)n1c(NC(=O)c2ccccc2)c(C#N)c2nc3ccccc3nc21 (stereo not drawn) | -3.4
Cc1ccc(S(=O)(=O)NNC(=O)c2cc(C)cs2)cc1 | -0.5
Cc1cc(NCc2ccncc2)ccc1Br | 0.6
COCCn1c(SCC(=O)Nc2cc(C)on2)nc2c(c1=O)SC(C)C2 (stereo not drawn) | 1.6
C=CCn1c(=S)[nH]c2ccccc2c1=O | -1.6
CC(C)C(=O)NC(c1ccc(Cl)cc1Cl)c1ccc2cccnc2c1O (stereo not drawn) | -1.6
Cc1ccc(C)c(S(=O)(=O)N2CCN(C(=O)Cc3sc(C)nc3-c3ccc(F)cc3)CC2)c1 | -0.2
C[C@H](CO)N1C[C@H](C)[C@@H](CN(C)S(=O)(=O)c2ccccc2)Oc2c(NC(=O)c3ccncc3)cccc2C1=O | 7.8
O=C(NCc1ccco1)C1CCN(c2nc3ccccc3n2Cc2ccc(F)cc2)CC1 | -1.1
COCCCNCCCCOc1ccccc1-c1ccccc1 | 1.3
O=C(c1ccc(COc2ccccc2Br)o1)N1CCN(c2ccccn2)CC1 | -3.6
Cc1c(C(=O)N2CCOCC2)sc(NC(=O)Cc2ccccc2)c1C#N | 0.6
CCOC(=O)C1=C(C)NC(=O)NC1c1ccc(C)o1 (stereo not drawn) | 5.6
Cc1ccc(S(=O)(=O)N2CC(=O)Nc3ccccc32)cc1C | -1.0
COCCNC(=O)c1cccc(OC2CCN(Cc3ccc(F)cc3OC)CC2)c1 | -1.2
Cc1cc(C(=O)Cn2nnc3ccccc3c2=O)c(C)n1-c1ccccc1F | 0.1
COc1ccc(-c2csc3ncnc(Cl)c23)cc1 | -2.1
Cc1ccc(NC(=O)c2ccccc2-c2ccc(C(F)(F)F)cc2)cc1S(=O)(=O)N1CCOCC1 | -2.4
Cc1noc(C)c1C(=O)OCC(=O)Nc1cccc(F)c1 | 0.0
N#Cc1c(N)n(CCOC(=O)c2cccc(Br)c2)c2nc3ccccc3nc12 | -5.8
COc1ccc(C(=O)Nc2cc(=O)n(C)c(=O)n2C)cc1OC | 0.4
CCOc1ccc(C(=O)C[n+]2ccc(C(=O)NCc3ccccc3)cc2)cc1 | 1.9
CC1(c2ccc3ccccc3c2)NC(=O)N(CC(=O)NCC(C)(C)N2CCOCC2)C1=O (stereo not drawn) | 0.0
CC(OC(=O)C(C)N1C(=O)C2C3C=CC(C4CC34)C2C1=O)C(=O)c1ccccc1 (stereo not drawn) | 0.8
O=[N+]([O-])c1ccc2c(c1)C=C1CCCCC1(N1CCCC1)O2 (stereo not drawn) | 1.2
COc1ccc(S(=O)(=O)N(C)CC(=O)N2CCCC2)cc1OC | -1.6
CCN=C1S/C(=C\c2cn(CC)c3ccccc23)C(=O)N1CC | -0.7
Clc1ccc(CONc2ncnc3nonc23)c(Cl)c1 | -2.1
CC(=O)N(c1nnc(-c2cccc(C)c2)s1)C1CCCC1 | 1.0
CC(=O)N1CCC(=NNc2nc3ccccc3s2)CC1 | 3.9
CCOc1ccccc1NC(=O)C1CCCN1S(=O)(=O)c1ccc2c(c1)C(C)(C)C(=O)N2C (stereo not drawn) | 12*
CCOC(=O)CC1C(=O)NCCN1S(=O)(=O)c1ccc(Cl)cc1Cl (stereo not drawn) | -1.0

New compounds follow:
SMILES | TTR transcr act
O=C(NC1CCCCCC1)C1CCN(c2nc3ccccc3o2)CC1 | -4.1
CCOC(=O)c1nc(C)nc(Sc2n[nH]c(-c3cc(Cl)cc(Cl)c3)n2)c1C | -1.6
Cc1ccc(NC(=O)CSc2ncccn2)c([N+](=O)[O-])c1 | -1.6
COc1ccc(CNC(=O)COC(=O)c2ccccc2OCC(=O)Nc2ccc(SC(F)F)cc2)cc1 | 2.6
CCc1nc2c(OCc3ccc(C(=O)N(C)C)cc3)cccn2c1N(C=O)Cc1ccccc1 | -0.4
CCc1ccc(/C=N/Nc2ncnc3nc[nH]c23)cc1 | 0.3
O=C1CCN(Cc2ccccc2)CCN1[C@H](CSc1ccccc1)Cc1ccccc1 | -1.1
CCn1c2ccccc2c2cc(/C=N/n3c(-c4cc(C)[nH]n4)n[nH]c3=S)ccc21 | 1.8
O=C(COc1c(Cl)cc(Cl)cc1Cl)N/N=C/c1ccc[nH]1 | 9.1
COc1ccc(OC)c(C2NC(=S)NC(C)=C2C(=O)Nc2ccccn2)c1 (stereo not drawn) | 1.2
COc1ccc(/C(C)=N/NC(=O)c2ccc(NS(=O)(=O)c3cccs3)cc2)cc1 | 0.2
O=C(NNC(=O)c1nn(-c2ccc(F)cc2)ccc1=O)c1ccccc1Cl | -1.6
Cc1csc(=Nc2cccnc2)n1CC1CCCCC1 | 0.1
CCN(CC)S(=O)(=O)c1ccc(N2CCOCC2)c(NC(=O)C(=O)c2c(-c3ccccc3)cc3ccccn23)c1 | 0.7
CCOc1ccccc1C(=O)N[C@H](C(=O)OCc1cc([N+](=O)[O-])cc2c1OCOC2)C(C)C | -3.5

Entries above that contain a furan ring, fused or not, in the order listed:
SMILES | TTR transcr act
O=C(c1cc([N+](=O)[O-])cc([N+](=O)[O-])c1)N1CCN(C(=O)c2ccco2)CC1 | -1.0
Cc1nn(Cc2ccc(C(=O)NN)o2)c(C)c1Cl | -2.3
Cc1noc(C)c1-c1ccc(C(=O)NCC2CC2)c2occc12 | 0.7
O=C(NCc1ccco1)C1CCN(c2nc3ccccc3n2Cc2ccc(F)cc2)CC1 | -1.1
O=C(c1ccc(COc2ccccc2Br)o1)N1CCN(c2ccccn2)CC1 | -3.6
CCOC(=O)C1=C(C)NC(=O)NC1c1ccc(C)o1 (stereo not drawn) | 5.6

Continuation.
SMILES | TTR transcr act
O=[N+]([O-])c1ccc(NCCCO)c(C(F)(F)F)c1 | -0.4
Cc1ccc(OCCCC(=O)Nc2ccc(S(N)(=O)=O)cc2)cc1 | 2.2
O=C(CSc1nnc(-c2ccccc2)o1)N1CCN(c2ccccc2)CC1 | -0.7
O=C(Nc1ccc(Br)cc1)N1CCCCC1 | -1.9
COC(=O)/C(=C/c1c[nH]c2ccccc12)NC(C)=O | 1.4
CCCC1NC(=S)N(C2CCCCC2)C1=O (stereo not drawn) | -0.2
O=C(NCCc1ccccc1)c1cccc(NC(=O)C2CC2)c1 | 0.1
C=CCc1ccc(OCCCCN2CCC(C)CC2)c(OC)c1 | -1.3
C=C1CCN([C@H](C(=O)NCc2cc(OC)c(OC)c(OC)c2)C(C)C)S(=O)(=O)c2ccccc21 | -1.6
CCOc1ccc(NC(=O)C[n+]2ccccc2)cc1 | -0.4
Cc1cc(C)c2[nH]c(O)c(N=Nc3ccc(C(=O)O)cc3)c2c1 | 0.7
COc1ccc(OC)c(/C=N/NC(=O)Cc2nc3ccccc3[nH]2)c1 | -1.2
O=C1SC(c2ccccc2)=C/C1=C\N1CCCCC1 | -0.1
COc1ccc(OC)c(NC(=O)Cn2cnc3c(cnn3-c3ccccc3)c2=O)c1 | -1.4
S=C(Nc1ccc(Cl)cc1)NN1CCOCC1 | -1.5
Cc1ccc(S(=O)(=O)N2CC(O)CC2C(=O)Nc2ccc3c(c2)CCC3)cc1 (stereo not drawn) | -0.7
Cc1cc(C)cc(N(CCC(=O)O)S(=O)(=O)c2ccc3ccccc3c2)c1 | 1.1
COc1ccc(C(=O)c2ccc(N3CCOCC3)cc2)c(OC)c1 | 0.0
CC(C)(C)C(=O)/C=c1\s/c(=C\c2ccc(-c3ccc([N+](=O)[O-])cc3)o2)c(=O)n1CC(=O)NC(N)=O | 1.2
COc1cc(C(=O)OCC(=O)NC23CC4CC(CC(C4)C2)C3)cc(OC)c1OC | -2.6
COc1ccc(OCC(O)Cn2cnc(-c3ccc(Br)cc3)c2)cc1 (stereo not drawn) | 1.0
COc1ccc(-c2nnc(SCC(=O)NCc3ccco3)n2C)cc1 | 0.8
O=C(Cn1cnc2cc([N+](=O)[O-])ccc2c1=O)NC(=O)NCc1ccccc1 | -2.4
Clc1ccccc1CSc1ncn(-c2ccccc2)n1 | 3.2
COc1cc(COC(=O)c2cnc(C)cn2)c(OC)cc1Br | 2.2
COc1ccc(S(=O)(=O)N2CCN(C)CC2)cc1C(=O)Nc1ccccc1 | 1.2
Cc1ccc(C2=NOC(=O)/C2=C\c2ccc(C)o2)cc1 | 2.3
COC(=O)CCNc1ccc2c(c1)OCCO2 | 0.8
Cc1nc2nc(-c3cccs3)[nH]c2cc1Br | -1.3
OC(CCN1CCC2CCC(C2)C1)c1ccc(Br)cc1 (stereo not drawn) | 1.4
CC(C)N(CC#CCC(O)(c1ccccc1)C1CCCC1)CCO (stereo not drawn) | 0.5
COc1ccccc1NC(=O)c1cc(N)cc(C(=O)Nc2ccccc2OC)c1 | 0.7
CN1CCN(C(=O)CNC(=O)c2cccs2)CC1 | -1.1
COc1ccc(OC)c(-c2cn(S(=O)(=O)c3ccccc3)nc2N)c1 | 1.2
CNC(=S)Nc1ccc(Nc2ccccc2)cc1 | -0.8
CCOc1ccccc1N(CC(=O)NCc1ccco1)C(=O)CCC(=O)Nc1nccs1 | 0.0
COCOCCn1cc(CN2CCS(=O)(=O)N(Cc3ccc(-c4ccc(C)cc4)cc3)C(C(C)C)C2=O)nn1 (stereo not drawn) | 1.3
Cc1c(Cl)c([N+](=O)[O-])nn1CCCC(=O)NC1CCCCC1 | -1.1
Cc1ccc(S(=O)(=O)N2[C@@H](c3ccc(F)cc3)C(C(=O)O)=CC[C@H]2c2cccc(C)c2)cc1 | 4.0
O=CN1Cc2ccccc2-c2ccccc2C1 | 0.0
C=CCN1C(=O)CSc2ccc(C(=O)N3CCC(C)CC3)cc21 | 2.0
CC(C)CCNC(=O)CCc1nnc2ccc(N3CCC(C)CC3)nn12 | -1.1
CCOc1ccccc1NC(=O)CCn1c(=O)oc2ccccc21 | -0.5
O=C(CCCn1c(=O)[nH]c2ccsc2c1=O)N1CCN(c2ccccn2)CC1 | 4.0
CC(C)(C)CNC(=O)c1ccc2c(c1)S(=O)(=O)c1cc(Cl)ccc1C2=O | -4.3

Some values from the list:
CN1CCN(C(=O)CNC(=O)c2cccs2)CC1 in TTR transcr act is entered as -1.1
COc1ccc(OC)c(-c2cn(S(=O)(=O)c3ccccc3)nc2N)c1 in TTR transcr act is entered as 1.2

Going on with the list.
SMILES | TTR transcr act
Cc1ccc(CNC(=O)C2CCN(S(=O)(=O)c3cccnc3)CC2)cc1 | 0.8
CNC(=O)c1sc(NCc2ccccc2OC)nc1C | 0.1
Cc1ccc(Oc2ccc(C(=O)NCc3ccncc3)cc2)cc1 | -3.0
Cc1ccccc1S(=O)(=O)N1C[C@H]2CON(C)[C@H]2C[C@H]1c1cccc(Oc2ccccc2)c1 | -1.3
CC(C)=CCN1CCN(Cc2ccc(Oc3ncccn3)cc2)CC1CCO (stereo not drawn) | 0.4
O=C(/C=C/c1cccc([N+](=O)[O-])c1)OCC(=O)N1CCCCC1 | -1.1
COc1ccc(/C=C/C(=O)OCC(=O)NC2CCCC(C)C2C)cc1S(=O)(=O)N1CCOCC1 (stereo not drawn) | -0.8
COc1ccccc1NC(=O)Cc1noc(CSc2n[nH]c(N)n2)n1 | 5.8
